Screening results from PubChem.
BLM helicase inh – inhibitors of human Bloom syndrome helicase BLM | recombinant BLM DNA unwinding, fluorescence dequenching | actives 0.2% (n = 350,000) | Potency, µM (titrated, usually from 56.1 µM), for inactives: top-dose activity change, negative = inhibition, hits mostly inhibitors | P54132; active means well fitted inhibition curve with a large enough effect; inconclusive means small, poorly fitted or top-dose-only effect;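 further: plate controls were vehicle for no effect and no enzyme for full effect; nearly all actives have a fitted effect of over 35% in size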
Target sequence (P54132 whole entry, looked up): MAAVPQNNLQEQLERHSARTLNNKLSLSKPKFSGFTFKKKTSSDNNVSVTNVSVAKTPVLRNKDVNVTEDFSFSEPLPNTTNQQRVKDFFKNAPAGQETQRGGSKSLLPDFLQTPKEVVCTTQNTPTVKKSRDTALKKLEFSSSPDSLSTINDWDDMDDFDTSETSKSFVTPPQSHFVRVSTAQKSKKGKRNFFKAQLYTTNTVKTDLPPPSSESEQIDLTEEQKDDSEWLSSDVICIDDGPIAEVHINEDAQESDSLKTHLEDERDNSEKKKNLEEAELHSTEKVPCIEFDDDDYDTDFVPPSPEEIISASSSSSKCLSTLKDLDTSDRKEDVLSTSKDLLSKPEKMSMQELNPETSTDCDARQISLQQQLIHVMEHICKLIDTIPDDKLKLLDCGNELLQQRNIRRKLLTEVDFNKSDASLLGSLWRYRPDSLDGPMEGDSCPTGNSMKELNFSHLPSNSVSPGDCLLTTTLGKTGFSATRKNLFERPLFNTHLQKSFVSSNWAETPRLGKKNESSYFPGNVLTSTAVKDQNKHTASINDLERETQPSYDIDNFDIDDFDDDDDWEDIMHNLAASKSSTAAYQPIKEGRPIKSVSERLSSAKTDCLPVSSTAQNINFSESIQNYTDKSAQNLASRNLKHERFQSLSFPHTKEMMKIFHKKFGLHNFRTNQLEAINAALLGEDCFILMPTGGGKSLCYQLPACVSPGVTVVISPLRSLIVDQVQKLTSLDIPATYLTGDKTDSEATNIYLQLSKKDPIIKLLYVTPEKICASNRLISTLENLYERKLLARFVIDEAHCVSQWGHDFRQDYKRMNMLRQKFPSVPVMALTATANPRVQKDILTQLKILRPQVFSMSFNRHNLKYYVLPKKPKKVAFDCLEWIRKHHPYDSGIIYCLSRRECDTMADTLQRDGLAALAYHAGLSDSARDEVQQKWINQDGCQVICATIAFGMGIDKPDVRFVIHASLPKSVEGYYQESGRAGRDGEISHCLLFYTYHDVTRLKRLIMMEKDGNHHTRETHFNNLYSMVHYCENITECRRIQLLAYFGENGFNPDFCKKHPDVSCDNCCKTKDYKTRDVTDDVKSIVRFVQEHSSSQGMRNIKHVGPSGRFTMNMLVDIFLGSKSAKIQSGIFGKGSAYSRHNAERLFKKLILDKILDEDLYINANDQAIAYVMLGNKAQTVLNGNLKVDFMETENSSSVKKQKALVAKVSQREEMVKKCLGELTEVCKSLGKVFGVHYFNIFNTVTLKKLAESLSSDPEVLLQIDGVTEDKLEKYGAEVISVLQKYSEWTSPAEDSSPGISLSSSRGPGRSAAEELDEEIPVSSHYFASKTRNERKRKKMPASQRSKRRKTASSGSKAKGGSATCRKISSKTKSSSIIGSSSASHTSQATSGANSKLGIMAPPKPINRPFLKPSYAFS
An asterisk follows results filed as active; ? = inconclusive; & = joins results of further samples; [ ] = remark or other dose. Potency means the concentration at half of the fitted maximal effect.

smiles | BLM helicase inh
CCOC(=O)CCN1C(=O)[C@@H]2[C@H]3C(=CC[C@H]2C1=O)C(=O)[C@H]1O[C@H]1[C@H]3O | -1.4%[12.4 µM]
COc1ccc(C2OC3C(CO)OC(n4cnc5c(=O)[nH]c(N)nc54)C3O2)cc1 (configuration not stated) | 3.4%
COc1ccc2c(c1)C(=O)[C@H](OC(=O)N[C@H]1CCCc3ccccc31)[C@@H](c1ccc(OC)c(Br)c1)O2 | -4.0%
C#CCn1c(=O)c2c(nc(/C=C/c3cccc(OC)c3)n2C)n(CCCOP(=O)(O)O)c1=O | -1.2%
COC(=O)C/C=C\[C@@H](C)[C@@H](/C=N\O[C@@H](C)c1cc(-c2c(C)cc(C)cc2C)no1)NS(=O)(=O)c1ccc(C)cc1 | -6.8%[12.4 µM]
N[C@@H](Cn1cc(I)c(=O)n(Cc2ccc(C(=O)O)cc2)c1=O)C(=O)O | -1.2%
COc1cccc(-c2oc3ccccc3c(=O)c2O)c1 | -0.5%
CCCCCCCC1=CC2=C(Cl)C(=O)C(C)(OC(C)=O)C(=O)C2=CN1C (configuration not stated) | -19.9%
C[C@@H](O)CCC[C@H](O)/C=C/[C@H]1[C@H](O)CC(=O)[C@@H]1C/C=C\CCCC(=O)O | 1.2%
CC(C)C[C@@H](CC(=O)N[C@H](CC(=O)N[C@@H]1CCNC[C@H]1C(=O)N[C@H](CC(=O)N[C@@H](CCC(=O)O)CC(=O)O)Cc1c[nH]c2ccccc12)C(C)C)NC(=O)[C@@H]1CNCC[C@H]1N | 2.1%
COC(=O)CCCC1=CC2=C(c3ccccc3)C(=O)C(C)(OC(=O)C3CCCC3)C(=O)C2=CN1Cc1ccccc1 (configuration not stated) | -11.6%[12.4 µM]
CC(C)[C@@H](CC(=O)N[C@@H]1CCCC[C@H]1C(=O)N[C@H](CC(=O)N[C@@H](CCC(=O)O)CC(=O)O)Cc1ccccc1)NC(=O)C[C@H](Cc1ccccc1)NC(=O)[C@@H]1CCCC[C@H]1N | 1.2%
COc1c2c(cc3c1C(CC(=O)c1c(O)c(OC)c4occc4c1OC)[N+](C)(C)CC3)OCO2 (configuration not stated) | -9.0%
CCNC(=O)[C@H](C)/C=C/C(NC(=O)OCc1ccccc1)c1ccc(C(=O)OC)cc1 (some centres not stated) | -6.2%
COc1ccc(-c2cc(=O)c3ccccc3o2)cc1OC | 43.0%[activator]
COC(=O)CCC(=O)OC1(C)C(=O)C2=CN(Cc3ccco3)C(c3ccc(OC)cc3)=CC2=C(Br)C1=O (configuration not stated) | -13.8%[12.4 µM]
CC(C)C1=CC2=CC[C@@H]3[C@](C)(CO)CCC[C@]3(C)C2CC1 (some centres not stated) | -6.1%
COc1ccc(C2=CC3=CC(=O)C(C)(O)C(=O)C3=CO2)cc1 (configuration not stated) | 4.3%
CCCCCCCCCCCCCCCC(=O)NC(C)C | -7.0%
CC(C)=NO[C@@H](C)c1cn([C@H](CO)Cc2ccccc2)nn1 | 4.7%&-2.4%[12.4 µM]
COC(=O)C(C(=O)OC)[C@@H](NC(=O)OCc1ccccc1)c1ccccc1 | -2.9%
CCCCCCN(C(=O)CCCCCN1C(=O)NC(c2ccccc2-c2ccccc2)C(C(=O)OCc2ccccc2)=C1C)C(C(=O)NCCCC)c1ccc(OCC(=O)OC)c(C(=O)OC)c1 (configuration not stated) | -10.6%
CC(CCC(=O)O)C1CCC2C3C(O)C[C@@H]4CC(O)CC[C@@]4(C)C3CC(O)[C@]12C (some centres not stated) | 5.9%
O=C(O)[C@@]1(CCCCCCOc2ccc(Cl)cc2)CO1 | 4.9%
CC12C=C(/C=C/c3ccc(F)cc3)C(C)(C1)C(c1ccc(F)cc1)CC2=O (configuration not stated) | -1.4%[12.4 µM]
O=C(O)COc1cccc(-c2ocnc2-c2nc(-c3ccccc3)c(-c3ccccc3)o2)c1 | -14.6%
COc1cc2nc3c(c([Si](C)(C)C(C)(C)C)c2cc1OC)Cn1c-3cccc1=O | 1.5%
N#Cc1ccc(CS(=O)(=O)c2nnnn2C2CCCCC2)cc1 | -3.2%
O=C1CCCC=C1[C@@H](O)COCc1ccccc1 | -3.4%[12.4 µM]
COC(=O)[C@@H]1C=C[C@H](C)[C@H](CCOc2ccccc2)O1 | -0.9%
COc1cccc([C@@H]2Oc3ccc(OC)cc3/C(=N/O[C@@H](C)CN3CCCc4nc(C)c(C)cc43)[C@@H]2O)c1 | -4.9%[12.4 µM]
CC(C)C[C@H](NC(=O)CNC(=O)[C@H](CCC(N)=O)NC(=O)[C@H](CC(C)C)NC(=O)[C@H](CC(C)C)NC(=O)[C@H](CCCNC(=N)N)NC(=O)[C@H](CCC(N)=O)NC(=O)[C@H](CC(C)C)NC(=O)[C@H](CCCNC(=N)N)NC(=O)[C@H](C)NC(=O)CNC(=O)[C@H](CCC(=O)O)NC(=O)[C@H](CCCNC(=N)N)NC(=O)[C@H](CC(C)C)NC(=O)[C@H](CCCNC(=N)N)NC(=O)[C@H](CO)NC(=O)[C@H](CC(C)C)NC(=O)[C@H](CCC(=O)O)NC(=O)[C@H](CO)NC(=O)[C@@H](NC(=O)[C@H](Cc1ccccc1)NC(=O)[C@@H](NC(=O)CNC(=O)[C@H](CC(=O)O)NC(=O)[C@H](CO)NC(=O)[C@@H](N)Cc1cnc[nH]1)[C@@H](C)O)[C@@H](C)O)C(=O)N[C@H](C(N)=O)C(C)C | 1.3%
COC(=O)[C@@H]1C[C@H]2CC[C@H](O)C[C@H]2N1Cc1ccc(N2CCOCC2)cc1 | 3.6%
C[C@@]1(C(=O)O)NCCc2cc(O)c(O)cc21 | 8.91µM*
COc1ccc(-c2nc3c(c4c2C[C@H](c2ccccc2)OC4)CN(C(=O)NCCc2c[nH]c4ccccc24)CC3)c(C)c1 | -3.9%[12.4 µM]
COc1ccc2c(c1)C(=O)[C@H](OC(=O)Nc1cc(OC)c(OC)c(OC)c1)[C@@H](c1ccc(OC)c(Br)c1)O2 | -6.4%
CCc1cc2c(nc1CC)CCN(CC/C(C)=N/O[C@@H](C)c1cn([C@H](CO)Cc3ccccc3)nn1)C2 | -4.9%&-1.0%[12.4 µM]
C#CCCCO/N=C1/[C@H]2O[C@@H]2[C@@H](O)[C@H]2[C@H]1CCn1c(=O)n(-c3ccccc3)c(=O)n12 | -4.0%[12.4 µM]
N[C@@H](C(=O)O)c1ccc(C(=O)O)c(O)c1 | -7.2%
COC(=O)[C@@H]1C[C@H]1[C@@H](NC(=O)c1ccc(Br)cc1)c1ccccc1 | 0.9%
CC1=CC(=O)C2=C(C)C[C@@H]3OC(=O)[C@@H](C)[C@H]3C=C12 | 4.7%
Cc1cccc(CNc2ccnc(-c3cccnc3)n2)c1 | -2.4%
C/C=C/OC(=O)NC(c1ccccc1)[C@@]1(C(=O)OC)CCCC1=O (some centres not stated) | -2.3%[12.4 µM]
COC(=O)c1ccc(C(NC(=O)OCc2ccccc2)/C(=C/[C@@H](C)C(=O)NCCF)c2cccnc2)cc1 (some centres not stated) | 1.1%
COc1ccc(CNc2ncnc3ccc(-c4ccccc4CN(C)C)cc23)c(OC)c1 | 42.8%[activator]
COC(=O)[C@@]1(Cc2ccc(OC)cc2)[C@H]2c3cc(C(=O)N(C)C)n(Cc4ccsc4Br)c3C[C@H]2CN1C(=O)c1ccccc1 | -12.0%
O=C1C=C(NCCO)C(=O)c2cnccc21 | ?
CC1=C(CCC(=O)O)c2cc3nc(cc4[nH]c(cc5[nH]c(cc1n2)c(C)c5C(C)O)c(C)c4C(C)O)C(C)=C3CCC(=O)O (configuration not stated) | -7.6%
NCCC[C@@H](CC(=O)N[C@@H]1CCNC[C@H]1C(=O)N[C@H](CC(=O)N[C@@H](CCC(=O)O)CC(=O)O)Cc1ccccc1)NC(=O)C[C@H](CO)NC(=O)[C@@H]1CNCC[C@H]1N | 22.4µM*
C=CCN1c2ccccc2[C@]23C[C@@H](C(=O)OC)N(S(=O)(=O)c4ccc(C(F)(F)F)cc4)C2=NC(C(=O)OC)=C(C(=O)OC)[C@H]13 | 0.5%[12.4 µM]

Next part
smiles | BLM helicase inh
CC(C)C[C@@H](CC(=O)N[C@@H](CCC(=O)O)CC(=O)O)NC(=O)[C@@H]1CNCC[C@H]1NC(=O)C[C@@H](NC(=O)C[C@H](Cc1ccccc1)NC(=O)[C@@H]1CCCC[C@H]1N)C(C)C | 0.5%
C/C(=C\C[Si](C)(C)C)CCC=O | 2.8%
CC1(OC(=O)c2ccc(Cl)nc2)C(=O)C=c2cc(-c3ccsc3)ncc2=C1OC(=O)C1CCCC1 (configuration not stated) | -1.6%[12.4 µM]
CC[C@H](C)[C@H](NC(=O)CNC(=O)[C@H](CCCNC(=N)N)NC(=O)[C@H](CO)NC(=O)[C@H](C)NC(=O)[C@H](Cc1ccc(O)cc1)NC(=O)[C@H](Cc1c[nH]c2ccccc12)NC(=O)[C@H](C)NC(=O)[C@@H]1CCCN1C(=O)[C@H](CC(N)=O)NC(=O)[C@@H](NC(=O)[C@H](CC(=O)O)NC(=O)[C@@H]1CCCN1C(=O)[C@@H](NC(=O)[C@H](CCCNC(=N)N)NC(=O)[C@@H](NC(=O)[C@H](CCC(=O)O)NC(=O)[C@H](CCSC)NC(=O)[C@H](CO)NC(=O)[C@H](Cc1cnc[nH]1)NC(=O)[C@H](CCCNC(=N)N)NC(=O)[C@H](Cc1cnc[nH]1)NC(=O)[C@@H](NC(=O)[C@H](CCCNC(=N)N)NC(=O)[C@@H](N)CO)[C@@H](C)O)[C@@H](C)CC)[C@@H](C)O)[C@@H](C)CC)C(=O)N[C@@H](CCCNC(=N)N)C(=O)N1CCC[C@H]1C(=O)N[C@H](C(=O)NCC(=O)N[C@@H](CCCNC(=N)N)C(=O)N[C@@H](Cc1ccccc1)C(N)=O)C(C)C | 0.8%
O=C(N[C@@H](Cc1ccccc1)C(=O)O)c1ccccc1 | -1.4%
COc1ccc(OC2C=CC(c3ccccc3)OC2CO)c(C(C)(C)C)c1 (configuration not stated) | -6.1%[12.4 µM]
N[C@@H](C(=O)O)c1cc(O)ccc1Cl | 1.6%
Cc1ccc(CNC(=O)C2(CC(C)C)C=CCN2C(=O)c2ccccc2)o1 (configuration not stated) | -8.4%
CC(=O)Nc1ccc(C2C(C)CCC3C(=O)N4C(CCC(C)[C@@H]4c4ccc(NC(C)=O)cc4)C(=O)N32)cc1 (some centres not stated) | -11.0%[12.4 µM]
COC(=O)C12CC3(CCC4C5C(C(OCc6ccccc6)C41)C52)OCCO3 (configuration not stated) | -2.4%[12.4 µM]
COC(=O)[C@@]1(Cc2ccc(OC)cc2)[C@H]2c3cc(C(=O)N(C)C)n(Cc4cccc5ccccc45)c3C[C@H]2CN1C(=O)c1ccccc1 | -6.1%
COc1ccc2c(c1)O[C@@H](c1cccc(C(F)(F)F)c1)[C@H](OC(=O)NC1CCCC1)C2=O | -2.9%
C=CCc1cccc(/C=N/NC(=O)CN2CCN(Cc3ccccc3)CC2)c1O | -24.0%
CC1(C)[C@@H](O)CC[C@]2(C)C3C(=O)C=C4C5C[C@@](C)(C(=O)O)CC[C@]5(C)CC[C@@]4(C)[C@]3(C)CC[C@@H]12 (some centres not stated) | 0.7%
CO[C@@H]1COC(=O)CCC[C@@H](C)[C@H](OC)COC(=O)CCC[C@H]1C | -1.7%[12.4 µM]
CNc1ncnc2ccc(-c3ccccc3OC)cc12 | 4.6%
CNC(=O)[C@@H](Cc1ccccc1)N(C)C(=O)[C@@H](Cc1ccc2ccccc2c1)N(C)C(=O)/C=C/CC(C)(C)N | -0.2%
CN(C)C(=O)c1ccc(-c2nc(N(C)Cc3ccco3)c3ccccc3n2)cc1 | 0.9%
CC[C@@H](c1ccccc1)n1c(=O)n2n(c1=O)[C@H]1[C@H](O)[C@H]3O[C@@H]3/C(=N/OC/C=C(\C)CCC=C(C)C)[C@@H]1CC2 | -3.8%[12.4 µM]
CCOC(=O)C(C(=O)c1ccccc1)[C@H](CCc1ccccc1)NC(=O)OC (some centres not stated) | 2.2%
COc1c(O)cc2c(=O)oc3c(OC)c(O)cc4c(=O)oc1c2c34 | 14.1µM*
O=C(O)c1c2ccccc2cc2ccccc12 | 3.0%&-5.7%
CCC1=C2CC[C@H]3C(=O)N(CC)C(=O)[C@H]3[C@H]2[C@@]2(Cc3ccccc3)C(=O)N(CC3CC3)C(=O)N2C1=O | 7.5%
COC(=O)CCCC1=CC2=CC(=O)C(C)(O)C(=O)C2=CO1 (configuration not stated) | 4.9%
c1cc2c3c(c1)c1c(n3CCNC2)CCCC1 | -8.1%

Arranged by molar mass (low to high): part of the list above
smiles | BLM helicase inh
c1cc2c3c(c1)c1c(n3CCNC2)CCCC1 | -8.1%
COC(=O)CCCC1=CC2=CC(=O)C(C)(O)C(=O)C2=CO1 (configuration not stated) | 4.9%
COc1ccc(OC2C=CC(c3ccccc3)OC2CO)c(C(C)(C)C)c1 (configuration not stated) | -6.1%[12.4 µM]
C=CCc1cccc(/C=N/NC(=O)CN2CCN(Cc3ccccc3)CC2)c1O | -24.0%

(cont.)
smiles | BLM helicase inh
CN(C)c1ccc(-c2cncnc2NCc2cccs2)cc1 | -0.9%
O=C1[C@H]2[C@H]3[C@H](O)[C@H](O)C/C(=N/OC[C@@H](O)COCc4ccco4)[C@@H]3CC[C@@H]2C(=O)N1Cc1ccc2c(c1)OCO2 | 1.9%[12.4 µM]
Cc1sc(N)c(C(=O)c2cccc(C(F)(F)F)c2)c1C | -15.0%
CO[C@@H]1/C=C\CC(=O)N[C@@H](C)C(=O)OC[C@H](NS(=O)(=O)c2ccc(C)cc2)[C@H](C)/C=C\CC(=O)OC[C@H]1C | 4.8%[12.4 µM]
COc1cccc([C@@H]2Oc3ccc(OC)cc3C[C@H]2OC(=O)NS(=O)(=O)c2ccc(C)cc2)c1 | 0.1%

The list is partial; count on the stated rates, not on these rows.
